# From PubChem BioAssay
# DUSP3 inh – inhibitors of human VHR1 phosphatase (DUSP3). P51452. recombinant VHR phosphatase, pNPP absorbance. inhibition, % at 13.3 µM. 290,000 tested, 0.52% active; in the data active = inhibition above about 50%; also: some compounds called inactive have numbers as strong as hits
# Target sequence (P51452 whole entry, looked up): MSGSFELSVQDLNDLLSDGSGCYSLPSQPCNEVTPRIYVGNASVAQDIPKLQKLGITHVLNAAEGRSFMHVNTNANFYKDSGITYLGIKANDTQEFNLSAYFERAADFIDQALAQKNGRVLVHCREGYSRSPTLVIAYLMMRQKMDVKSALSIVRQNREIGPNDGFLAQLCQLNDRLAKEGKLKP
# 3CLpro inhibitor – SARS-CoV 3CLpro protease inhibition | recombinant SARS-CoV 3CLpro, quenched FRET peptide cleavage | inhibition, % at 6 µM | 290,000 tested, 0.14% active | AID 1706; in the data active = inhibition above about 12%
# Anthrax LF inh2 – blocks Bacillus anthracis lethal factor protease; P15917; multiplex microsphere protease cleavage assay, LF; inhibition, % at 10 µM; 360,000 tested, 0.12% active; AID 588501; also: plate controls were buffer without enzyme for full effect and enzyme alone for no effect
# MazF activator – activators of E. coli MazEF toxin-antitoxin RNase. P0AE70. FAM/BHQ RNA-DNA oligo cleavage fluorescence, 5 h. activation, % at 20 µM. 350,000 tested, 0.32% active; in the data active = activation above about 50%
# Target sequence (P0AE70 whole entry, looked up): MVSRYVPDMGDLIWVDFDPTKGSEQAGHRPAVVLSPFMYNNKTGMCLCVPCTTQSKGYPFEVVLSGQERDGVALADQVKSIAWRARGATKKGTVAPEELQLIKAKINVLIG
# PrPC TRFRET – inhibitors of human cell surface prion protein PrPC; P04156; TR-FRET read-out; inhibition, % at 13.8 µM; 370,000 tested, 0.43% active; AID 720596; in the data active = inhibition above about 24%; also: 0% = median of the test wells and 100% = reference compound wells
# CCHF vOTU inh – blocks the CCHF virus ovarian tumor domain protease; CCHFV vOTU protease, Pep-AMC fluorescence; inhibition, % at 11.5 µM; 370,000 tested, 0.55% active; in the data active = inhibition above about 30%; also: 0% = vehicle wells with enzyme and 100% = no enzyme wells
# BoNT F protease – inhibitors of Botulinum neurotoxin F light chain protease; Multiplex microsphere protease cleavage assay, flow cytometry; inhibition, % at 10 µM; 360,000 tested, 0.22% active; in the data active = inhibition above about 35%, passing the limit was not always enough; inconclusive = no clear call, values can overlap the other calls; also: plate controls were buffer without enzyme for full effect and enzyme alone for no effect
# PriA SSB inh – inhibitors of Klebsiella pneumoniae PriA binding to SSB C-terminal tail; AID 1272365; AlphaScreen SSBct-PriA binding, biotinylated peptide; inhibition, % at 33 µM; 430,000 tested, 0.6% active; in the data active = inhibition mostly above about 37%, no sharp cut-off; inactive = mostly below about 20%;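 also: plate controls were negative control peptide for no effect and reference peptide for full effect; strong numbers were not always called active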
# Rv3671c protease – inhibitors of M. tuberculosis serine protease Rv3671c; 320,000 tested, 0.048% active; P9WHR9; inhibition, % at 5.96 µM; in the data active = inhibition above about 38%;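 also: extracellular domain of Rv3671c used as enzyme; 0% = enzyme with DMSO and 100% = no enzyme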
# Target sequence (P9WHR9 whole entry, looked up, the tested form may be a part): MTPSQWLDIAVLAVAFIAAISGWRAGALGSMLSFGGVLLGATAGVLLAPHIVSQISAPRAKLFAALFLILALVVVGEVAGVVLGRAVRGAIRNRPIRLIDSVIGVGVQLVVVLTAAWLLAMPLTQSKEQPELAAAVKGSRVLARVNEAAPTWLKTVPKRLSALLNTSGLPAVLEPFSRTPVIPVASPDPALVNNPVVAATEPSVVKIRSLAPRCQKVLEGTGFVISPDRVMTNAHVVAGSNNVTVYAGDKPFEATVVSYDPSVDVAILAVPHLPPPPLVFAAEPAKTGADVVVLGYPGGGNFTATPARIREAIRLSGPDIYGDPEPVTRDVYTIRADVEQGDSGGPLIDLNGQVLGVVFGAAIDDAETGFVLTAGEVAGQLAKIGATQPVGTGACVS
# BoNT A protease – inhibitors of Botulinum neurotoxin A light chain protease; multiplex microsphere protease substrate cleavage, flow cytometry; inhibition, % at 10 µM; 360,000 tested, 0.17% active; AID 588499; also: plate controls were buffer without enzyme for full effect and enzyme alone for no effect
# Active calls of the source: *; ? = inconclusive; / = no result given; & = joins results of further samples. Rule as the data show it, unless noted: active = inhibition above about 30%; inconclusive = no clear call, values can overlap the other calls; inactive = below that.
# Sequence of screens: BoNT F protease	MazF activator	3CLpro inhibitor	Anthrax LF inh2	PriA SSB inh	CCHF vOTU inh	DUSP3 inh	BoNT A protease	Rv3671c protease	PrPC TRFRET
CCC(C)N(C(=O)C(F)(F)F)C(C(=O)NC1CCCCC1)c1ccncc1 (centres undefined)
→ 5	12	1	-3	-5	-1	0	0.2	4	2
O=C(C[C@H]1C/C=C\C[C@@H](Cc2ccc(F)cc2)C(=O)O[C@@H](c2ccccc2)CNC1=O)N[C@@H](CO)Cc1ccccc1
→ 4	-48	/	-6	0	1	/	-0.3	-6	11
OC(c1ccc(F)c(F)c1)c1nc(-c2ccc(Cl)cc2)cs1 (centres undefined)
→ -7	/	/	-5	/	7	/	-0.4	/	1
Cc1ccc(C)c(OCC(O)CN2CCN(CCN3C(=O)c4cccc5cccc(c45)C3=O)CC2)c1 (centres undefined)
→ -10	-16	-5	-2	33	8	-5	-0.7	-8	-25
CCc1ccc(NC(=O)CSc2n[nH]c(C)c2[N+](=O)[O-])cc1
→ 11	3	0	-1	5	-11	-4	0.3	-2	9
COc1ccccc1-c1c(C)nn2c(-c3ccccc3)cc(C)nc12
→ -17	-12	-1	-5	-5	-2	14	-0.6	-2	-6
COc1ccc(N2CCN(C(CNC(=O)c3ccc4c(c3)OCO4)c3ccco3)CC2)cc1 (centres undefined)
→ -3	4	-1	-2	12	-1	12	-0.9	0	5
CS(=O)(=O)N1CCN(C(=O)Nc2ccccc2)CC1
→ -10	2	2	-3	-10	-4	13	-0.8	-3	7
CCn1c(SCC(O)c2ccccc2)nnc1-c1ccccc1 (centres undefined)
→ 0	-3	-5	0	-14	-1	-11	0.0	-17	-5
CCOC(=O)N1CCC2(CC1)C(C#N)=C(N)Oc1c2sc2nc(C)cc(C)c12
→ 0	2	-1	-1	-3	-14	7	0.5	-9	0
Cc1cc([N+](=O)[O-])cc2c1NCC1CC=CC21 (centres undefined)
→ 3	-7	1	-1	-12	0	-1	0.9	2	5
CCn1ncc(C2=NOC(C(=O)Nc3ccc4c(c3)OCO4)C2)c1C (centres undefined)
→ -12	7	3	-1	3	10	14	0.2	-6	1
COc1ccc(COC(=O)CCS(=O)(=O)c2ccc(C)cc2)cc1F
→ -3	0	/	2	-12	7	/	-0.4	0	-8
CCOc1ccccc1-n1c(O)c(C=NCCCn2ccnc2)c(=O)[nH]c1=O
→ ?	-7	2	11	-1	2	-3	7.8	5	9
COc1cc(NC(=O)Cc2c(C(=O)O)n(C)c3ccccc23)cc(OC)c1OC
→ -3	-6	-7	-9	-8	9	-2	-1.7	-7	11
Cc1nnsc1C(=O)Nc1ccccc1
→ -2	2	4	2	-3	-17	-5	-0.6	-5	5
c1ccc(C2Nc3ccccc3-c3nc4ccccc4n32)nc1 (centres undefined)
→ 12	5	-3	-2	61*	-169	16	-1.2	4	6
CCC(C)NC(=O)c1cc(CC(C)C)on1 (centres undefined)
→ -5	13	-1	-7	-4	12	-10	-0.6	7	-9
COc1ccc(NC(=O)COC(=O)C2CC(=O)N(CCc3ccc(OC)c(OC)c3)C2)cc1Cl (centres undefined)
→ 4	4	/	-2	-6	-6	/	-0.6	1	0
CN(C)[C@@H]1C(=O)C(C(N)=O)=C(O)[C@@]2(O)C(=O)C3=C(O)c4c(O)cccc4[C@@](C)(O)[C@H]3[C@H](O)[C@@H]12
→ -28&-21	-39&-44	0	-13&-3	17	17	-11	-2.8&-1.9	16&3&4	-7
Brc1ccc(/C=N/N2CCN(C3c4ccccc4-c4ccccc43)CC2)s1
→ 0	-1	2	2	/	6	4	0.3	5	2
COC/C=C/C1=CC2=CC(=O)C(C)(OC(=O)c3cnc4ccccc4n3)C(=O)C2=CN1CCCCO (centres undefined)
→ -10	12	/	-4	-9	25	0	-1.1	-28	-9
CCCCCC1=NN2C(=O)CC(=O)N=C2S1
→ -4	-3	0	1	-13	8	31	-0.1	4	-5
O=C(CSc1ccc(-c2cccs2)nn1)N1CCCCCC1
→ -3	4	4	-2	-1	-6	28	-0.3	3	2
CCCc1cc(NCCOCCO)n2c(nc3ccccc32)c1C#N
→ -3	5	/	1	/	-285	/	0.1	/	0
CCCc1nnc2n1N=C(c1ccc([N+](=O)[O-])cc1)CS2
→ -15	0	0	-8	-7	-7	1	0.1	-1	-21
COc1ccc(NC(=O)N(C)C[C@H]2Oc3ccc(NS(=O)(=O)c4ccccc4)cc3C(=O)N([C@H](C)CO)C[C@@H]2C)cc1
→ -3	8	/	-2	-15	1	/	0.2	/	1
CCC(=O)NC(c1ccc(N(C)C)cc1)c1c(O)ccc2ccccc12 (centres undefined)
→ 0	6	4	-4	42	7	6	1.1	0	-3
CC1CC(C)CN(S(=O)(=O)N2CCCC(C(=O)NCCc3ccccc3)C2)C1 (centres undefined)
→ 1	3	1	0	-1	3	-4	0.3	6	9
CC(=O)Nc1ccc(NC(=O)C2(C)Cc3c(-c4cccc(NC(C)=O)c4)ccnc3O2)cc1 (centres undefined)
→ -5	/	/	0	/	-12	/	0.0	/	-6

# Eleven entries from above, sorted by number of heavy atoms, smallest number first:
# Sequence of screens: BoNT F protease	MazF activator	3CLpro inhibitor	Anthrax LF inh2	PriA SSB inh	CCHF vOTU inh	DUSP3 inh	BoNT A protease	Rv3671c protease	PrPC TRFRET
CCCCCC1=NN2C(=O)CC(=O)N=C2S1
→ -4	-3	0	1	-13	8	31	-0.1	4	-5
Cc1cc([N+](=O)[O-])cc2c1NCC1CC=CC21 (centres undefined)
→ 3	-7	1	-1	-12	0	-1	0.9	2	5
CS(=O)(=O)N1CCN(C(=O)Nc2ccccc2)CC1
→ -10	2	2	-3	-10	-4	13	-0.8	-3	7
CCc1ccc(NC(=O)CSc2n[nH]c(C)c2[N+](=O)[O-])cc1
→ 11	3	0	-1	5	-11	-4	0.3	-2	9
c1ccc(C2Nc3ccccc3-c3nc4ccccc4n32)nc1 (centres undefined)
→ 12	5	-3	-2	61*	-169	16	-1.2	4	6
COc1ccc(COC(=O)CCS(=O)(=O)c2ccc(C)cc2)cc1F
→ -3	0	/	2	-12	7	/	-0.4	0	-8
Brc1ccc(/C=N/N2CCN(C3c4ccccc4-c4ccccc43)CC2)s1
→ 0	-1	2	2	/	6	4	0.3	5	2
COc1cc(NC(=O)Cc2c(C(=O)O)n(C)c3ccccc23)cc(OC)c1OC
→ -3	-6	-7	-9	-8	9	-2	-1.7	-7	11
COc1ccc(NC(=O)COC(=O)C2CC(=O)N(CCc3ccc(OC)c(OC)c3)C2)cc1Cl (centres undefined)
→ 4	4	/	-2	-6	-6	/	-0.6	1	0
COC/C=C/C1=CC2=CC(=O)C(C)(OC(=O)c3cnc4ccccc4n3)C(=O)C2=CN1CCCCO (centres undefined)
→ -10	12	/	-4	-9	25	0	-1.1	-28	-9
COc1ccc(NC(=O)N(C)C[C@H]2Oc3ccc(NS(=O)(=O)c4ccccc4)cc3C(=O)N([C@H](C)CO)C[C@@H]2C)cc1
→ -3	8	/	-2	-15	1	/	0.2	/	1

# Later entries
# Sequence of screens: BoNT F protease	MazF activator	3CLpro inhibitor	Anthrax LF inh2	PriA SSB inh	CCHF vOTU inh	DUSP3 inh	BoNT A protease	Rv3671c protease	PrPC TRFRET
CCOC(=O)Cn1c(-c2ccccc2)cc(SC)c(C#N)c1=O
→ -9	-4	-1	4	-11	13	-27	0.0	-9	3
COc1ccc(OC)c(S(=O)(=O)NCC(c2ccco2)S(=O)(=O)c2ccccc2)c1 (centres undefined)
→ 10	0	/	8	8	9	/	-5.7	7	-4
Cn1cccc1/C=C1\CCC/C(=C\c2cccn2C)C1=O
→ -4	863*	-5	1	-12	-1	2	5.9	-36	-5
CCOc1ccc(CNc2ccc(N3CCOCC3)c(C(=O)O)c2)cc1
→ -4	1	6	-4	-1	-13	-15	-1.0	-1	1
COc1ccc2nc(NC(=O)CSc3nnc(N)s3)sc2c1
→ -11	-7	1	-4	-16	6	-8	0.3	-5	-1
O=C(Nc1cccc(/C=C/c2ccccn2)c1)c1ccc(-n2cncn2)c([N+](=O)[O-])c1
→ 4	4	/	2	24	-2	/	4.3	-17	-8
N#C/C(=C(/O)CCCl)c1ccccn1
→ -1	-2	4	1	-3	-117	15	-0.1	6	0
CC(C)(C)c1ccccc1OCC(=O)NCc1ccccc1
→ ?	2	1	13	-2	2	14	1.4	4	1
CSc1ccc(-c2nc(CSCC(=O)NCCCN3CCCC3=O)c(C)o2)cc1
→ 16	0	-2	-3	-24	-9	18	2.9	-1	-10
Cc1cc(C)c(OCC(=O)OC(C)C(=O)N2CCc3ccccc32)c(C)c1 (centres undefined)
→ -12	-1	/	-4	-27	4	/	-2.3	1	-1
CCCNC(=O)/C(C#N)=C1\N=C(NC(=O)c2ccco2)c2ccccc21
→ 6	90*	-1	4	-3	12	-10	2.3	-5	-17
S=c1[nH]c2ccc3ccccc3c2[nH]1
→ 2	0	-6	0	-10	-5	53*	0.4	5	2
COc1ccc(/C=N/N(C)C2=NS(=O)(=O)c3ccccc32)cc1
→ 0	-9	3	-10	/	18	14	-1.8	4	13
Cc1ccc(NC(=O)c2cccnc2)c([N+](=O)[O-])c1
→ ?	9	1	-2	-2	0	18	-0.3	5	-19
Cc1noc(C)c1S(=O)(=O)N(C)C[C@H]1OCc2cnnn2CCCC(=O)N([C@H](C)CO)C[C@@H]1C
→ 0	7	/	0	/	-6	/	0.4	/	1
Cc1cc(C(=O)CSc2nncs2)c(C)n1Cc1ccco1
→ -5	5	4	5	10	-4	-15	-1.2	2	10
O=C1OCCN1C(=O)[C@H]1[C@H](c2ccc(F)cc2)C(c2ccc(F)cc2)=NN1c1ccccc1
→ -7	-12	2	-5	-3	-2	24	0.6	2	-2
Cc1ccc(-c2nn(C)c(=O)c3ccccc23)cc1CNC(=O)c1ccco1
→ -4	3	-2	-4	9	2	6	-0.3	-15	4
Cc1oc2nc(SCC(=O)NC3CCCCC3)nc(N)c2c1C
→ -9	-1	0	4	-3&-1	5	/	0.3	1	0
N#C/C(=C\c1c(N2CCCCC2)nc2ccccn2c1=O)C(=O)NCc1ccco1
→ -2	4	1	-1	-1	-19	-4	0.3	-13	-2
CC1=C(C)CC(C(=O)NC2CCN(C(C)C)CC2)C(C(=O)O)C1 (centres undefined)
→ -4	3	4	-5	-9	-5	9	2.5	-1	-5
Cc1ccc(S(=O)(=O)NC(=O)C2(C)CCN2C(=O)CCc2ccc(Cl)cc2Cl)nc1 (centres undefined)
→ -6	/	/	3	/	5	/	0.1	/	3
COc1ccc(C(=O)OCC(=O)Nc2ccc(N3CCOCC3)cc2)cc1
→ -3	-14	/	-2	-12	19	/	0.2	-2	7
CC1=C(C(=O)N2CCOCC2)CC(CC(=O)NC(c2ccccc2)c2ccccc2)C(=O)N1Cc1ccc(C(C)(C)C)cc1 (centres undefined)
→ -7	15	/	-1	/	24	/	-0.2	/	5
Cc1ccc(NC(=O)c2ccc(OC(=O)CCN3C(=O)c4ccccc4C3=O)cc2)cc1
→ 10	-12	4	1	-17	5	-25	-0.2	-6	5
Cc1ccc(NC(=O)CCC(=O)N2CCN(S(=O)(=O)c3ccc(C)cc3)CC2)cc1
→ -13	-2	/	-10	-2	25	/	-0.7	0	-3
Cc1onc(-c2ccccc2Cl)c1C(=O)NC1CCCCCC1
→ 0	-15	2	-6	-21	12	-2	2.6	2	7
COc1cccc(/C=C/c2ccccn2)c1O
→ -84	15	-2	-18	8	-1	4	-21	10	-8

# A portion of the library; rates above refer to the full screens.
